Source: PubChem BioAssay (several laboratories)
CAL PDZ FP-1: blocks peptide binding to the human CAL PDZ domain. inhibition, % at 24.9 µM. Q9HD26. purified CAL PDZ, TMR-peptide fluorescence polarization, 1 h. AID 602252. 300,000 compounds, 0.92% hits;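 active means mean inhibition of at least 30% with at least half of replicates also reaching 30%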;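 further: 0% = DMSO neutral control and 100% = excess unlabeled competitor peptide PRC23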
V-ATPase pH: regulators of yeast V-ATPase proton transport; 350,000 compounds, 0.37% hits; S. cerevisiae, pHLuorin cytosolic pH fluorescence; AID 504577; response, % at 10 µM; in the data active means response mostly above about 7.3%, no sharp cut-off; inactive means mostly below about 5.4%; further: actives read high; inactives centre near 0; some compounds called inactive have numbers as strong as hits
CAL PDZ FP-2: inhibitors of human CAL PDZ peptide binding; Q9HD26; 330,000 compounds, 0.02% hits; AID 504414; purified CAL PDZ, TMR-peptide fluorescence polarization, 1 h; inhibition, % at 20 µM;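 active means highest replicate inhibition of at least 40%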;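 further: plate controls were DMSO neutral control wells for no effect and unlabeled competitor peptide control wells for full effect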
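Material – purified CerCALP PDZ construct · Detection – FP readout, S and P plane fluorescence · Measure – percent inhibition from loss of millipolarization · Controls – unlabelled peptide for full inhibition, DMSO wells as neutral · Probe or stimulus – TMR-labelled reporter peptide T*-PRC34 bound in PDZ groove · Times – 1 h at RT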
DSG3 Ab inh: inhibitors of pemphigus antibody binding to human desmoglein-3; P32926; binding (percent of control), % at 10 µM; 310,000 compounds, 0.48% hits; DSG3-coupled beads, scFv-anti-DSG3-GFP binding, flow cytometry; active compounds read low;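 active means binding more than 3 SD below its plate's average and above zero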;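 further: hits lower antibody fragment binding to DSG3; some compounds called inactive have numbers as strong as hits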
Keap1-Nrf2 PPI: Keap1-Nrf2 (human) interaction inhibition. Q14145. Keap1 Kelch-Nrf2 peptide fluorescence polarization, 1536-well. inhibition, % at 9.4 µM. 340,000 compounds, 0.15% hits. AID 504523; in the data active means inhibition above about 12%;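 further: human Keap1 Kelch domain with fluorescein labeled Nrf2 9mer peptide probe; 0% = neutral control wells and 100% = peptide positive control; higher means more block of Keap1 binding to Nrf2 peptide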
Target sequence (Q14145 whole entry, looked up, the tested form may be a part): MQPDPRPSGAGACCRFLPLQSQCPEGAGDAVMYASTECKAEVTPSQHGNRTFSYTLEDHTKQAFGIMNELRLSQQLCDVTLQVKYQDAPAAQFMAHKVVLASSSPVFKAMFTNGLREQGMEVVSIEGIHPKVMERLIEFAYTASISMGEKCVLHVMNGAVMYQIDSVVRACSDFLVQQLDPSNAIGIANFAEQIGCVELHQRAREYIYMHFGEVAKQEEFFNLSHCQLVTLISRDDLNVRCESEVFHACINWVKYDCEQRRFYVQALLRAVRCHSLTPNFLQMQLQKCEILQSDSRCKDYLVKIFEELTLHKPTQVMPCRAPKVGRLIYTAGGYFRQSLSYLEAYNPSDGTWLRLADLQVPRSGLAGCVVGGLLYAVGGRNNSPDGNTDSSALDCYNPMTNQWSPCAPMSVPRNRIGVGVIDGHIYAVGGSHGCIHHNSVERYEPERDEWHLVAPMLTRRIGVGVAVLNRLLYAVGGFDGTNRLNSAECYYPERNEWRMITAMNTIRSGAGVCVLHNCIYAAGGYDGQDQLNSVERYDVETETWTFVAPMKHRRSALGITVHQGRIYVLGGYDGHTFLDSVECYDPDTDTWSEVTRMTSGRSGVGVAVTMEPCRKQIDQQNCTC
RTF Ca sens inh: cardiac RTF calcium desensitization. P19429+P45379. IANBD-labeled cardiac RTF, Ca2+ fluorescence. inhibition, % at 7.15 µM. 340,000 compounds, 0.12% hits;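 active means inhibition above the mean inhibition of all tested compounds plus 3 SD, cut at about 17% in these data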;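 further: assay run at fixed EC70 calcium of 1.6 mM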
Arr AP2 block: inhibitors of human beta-arrestin and AP2 interaction | FITC-arrestin peptide / GST-AP2 beads, flow cytometry; AP2 beta2 appendage carries R879A mutation | 340,000 compounds, 0.31% hits | inhibition, % at 10 µM;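 active means inhibition above a set limit, near 3 SD of compounds lacking own fluorescence, cut at about 54% in these data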;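 further: plate controls were DMSO wells for no effect and 5 µM unlabelled arrestin peptide for full effect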
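System: GST-AP2 R879A glutathione beads. Medium: PBS with 0.05% Tween 20 and 0.1% BSA. Also added: FITC-arrestin peptide, 50 nM. Incubation: 12 min plus 1 h, RT. Measured by: high-throughput flow cytometry of beads, ex 488, em 535 nm. Evaluation: percent drop in bead-associated FITC signal.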
C-LANA FP: blocks KSHV LANA C-terminal domain binding to DNA | inhibition, % at 9 µM | AID 504423 | 340,000 compounds, 0.078% hits | MBP-C-LANA/FAM-LBS DNA binding, fluorescence polarization;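 active means highest replicate inhibition at or above 60% at 9 µM, even if other replicates fall short; inactive means all replicates below 60% inhibition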;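 further: 0% = neutral control wells and 100% = 4 µM acridine orange control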
DAGLB inh: blocks human DAGLB lipase activity. Q8NCG7. HEK293T DAGLB membrane lysate, EnzChek fluorogenic substrate. inhibition, % at 5.17 µM. 340,000 compounds, 0.059% hits; in the data active means inhibition above about 34%;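 further: 0% = enzyme with vehicle and 100% = wells lacking enzyme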
NSD2 inh: blocks human histone methyltransferase NSD2; NSD2 peptide methylation, AlphaScreen, 120 min; 310,000 compounds, 0.54% hits; inhibition, % at 12.5 µM; O96028; in the data active means inhibition above about 50%
* = called active by the depositor; nt = not tested or not shown. These rows are one share of the data; count on the stated rates, not on these rows.

SMILES	CAL PDZ FP-1	V-ATPase pH	CAL PDZ FP-2	DSG3 Ab inh	Keap1-Nrf2 PPI	RTF Ca sens inh	Arr AP2 block	C-LANA FP	DAGLB inh	NSD2 inh
CCOC(=O)CSc1ccc2nnc(-c3cccnc3)n2n1	nt	1	0.7	101	1	-8	10	0.7	1	nt
COc1cc(-c2nnc(SCC(=O)Nc3ccc4c(c3)OCCO4)o2)cc(OC)c1OC	-3	3	-1.8	nt	-1	-7	6	-0.7	-2	20
CC(C)[C@H](NC(=O)N1CCn2c1nc1ccccc12)C(=O)N1CCCCC1	-3	2	-3.0	97	0	4	3	-1.0	-2	-5
O=C(CSC1=NCCS1)NCc1ccco1	-1	1	-1.1	115	-8	-2	-6	1.3	0	2
CCCC1(c2ccccc2)NC(=O)N(CC(=O)Nc2cc(OC)cc(OC)c2)C1=O (centres undefined)	nt	-2	-0.7	nt	-5	-3	7	-2.2	-4	1
COc1ccc(Cl)cc1NC(=O)CN(C)C(=O)c1cc(-c2ccncc2)nc2ccccc12	0	-5	-2.3	119	0	-7	-3	0.5	-1	25
Cc1ccc(N2C(=O)C(O)(C(F)(F)F)C3=C2CC(C)(C)CC3=O)cc1 (centres undefined)	3	-2	-2.1	102	-10	-9	-2	-0.6	-4	-2
Cc1cc(C)n2nc(SCC(=O)N3CCCCC3C)nc2n1 (centres undefined)	0	3	0.3	nt	0	-11	3	1.0	0	-3
COc1cc(NC(=O)CN(C)S(=O)(=O)c2ccc3c(c2)CC(C)N3C(C)=O)cc(OC)c1 (centres undefined)	-5	-4	-0.5	nt	-5	-3	3	-0.4	-2	-8
Oc1[nH]c2ccc(Br)cc2c1N=NC(=S)NCC1CCCO1 (centres undefined)	-10	-1	0.3	96	-3	9	4	-4.2	3	nt
Cc1ccc(/C(N)=N/OC(=O)c2cc(-c3ccccc3)nc3ccccc23)cc1	1	-3	-1.5	nt	-5	-4	3	-0.2	-1	-2
CC(C)CCCNc1nc(N2CCOCC2)nc(N2CCOCC2)n1	nt	2	-0.9	100	-2	-6	23	1.1	-3	nt
Cc1nn(-c2ccccc2)c(C)c1/C=N/N1CCN(c2ccccc2)CC1	-4	7	-0.5	97	-5	3	8	2.2	-4	25
Cc1cccc(N(Cc2ccccc2)C(=O)c2ccccc2S(C)(=O)=O)c1	2	-1	-2.8	114	3	0	7	-1.1	-3	4
Cc1cccc(C)c1NC(=O)C(=O)NCc1ccccn1	2	4	0.8	96	1	1	-4	-0.6	1	-7
CCCCn1nnnc1SCC(=O)c1cc(Cl)ccc1OC	-4	1	-3.8	118	-6	4	5	-0.8	-7	11
c1ccc(Nc2nnc(-c3cccc4ccccc34)o2)cc1	nt	0	nt	105	nt	nt	6	nt	nt	0
CCNC(=O)NC(=O)COC(=O)CCCSc1nc2ccccc2s1	-6	1	1.8	110	-5	-5	-1	0.6	-1	-1
CCC(C)(C(=O)NC1CCCC1)N(C(=O)CC1NC(=O)NC1=O)c1ccc(C)cc1 (centres undefined)	60*	7	0.1	nt	-2	-6	-5	-0.4	0	-1
COc1ccc(-c2nc(CN3CCC(C(=O)N4CCOCC4)CC3)c(C)o2)cc1OC	-2	-1	-1.9	100	-2	9	-4	1.2	1	-1
Cc1ccc(C)c(C(=O)COC(=O)c2cc([N+](=O)[O-])ccc2NCCO)c1	nt	-4	-0.8	117	-5	0	12	0.0	-2	23
COc1ccc(NC(=O)c2cccc3c(Br)cccc23)cc1	0	0	-26	94	-1	-4	12	-0.4	-3	-3
C=CCNC(=S)NC(=O)c1csc([N+](=O)[O-])c1	nt	-3	0.2	109	-2	-4	9	9.4	-3	10
O=C(CN1CCOCC1)NCCNS(=O)(=O)c1ccccc1	4	4	-1.2	113	2	1	5	0.0	1	-5
CNC(=S)N1CCC(NC(=O)C(Cc2ccc(F)cc2)NC(C)=O)CC1 (centres undefined)	-2	3	2.2	107	1	-16	16	-0.9	1	-1

Reformatted: 15 of the compounds above.
Compound | CAL PDZ FP-1 | V-ATPase pH | CAL PDZ FP-2 | DSG3 Ab inh | Keap1-Nrf2 PPI | RTF Ca sens inh | Arr AP2 block | C-LANA FP | DAGLB inh | NSD2 inh
COc1ccc(Cl)cc1NC(=O)CN(C)C(=O)c1cc(-c2ccncc2)nc2ccccc12 | 0 | -5 | -2.3 | 119 | 0 | -7 | -3 | 0.5 | -1 | 25
Cc1ccc(N2C(=O)C(O)(C(F)(F)F)C3=C2CC(C)(C)CC3=O)cc1 (centres undefined) | 3 | -2 | -2.1 | 102 | -10 | -9 | -2 | -0.6 | -4 | -2
Cc1cc(C)n2nc(SCC(=O)N3CCCCC3C)nc2n1 (centres undefined) | 0 | 3 | 0.3 | nt | 0 | -11 | 3 | 1.0 | 0 | -3
COc1cc(NC(=O)CN(C)S(=O)(=O)c2ccc3c(c2)CC(C)N3C(C)=O)cc(OC)c1 (centres undefined) | -5 | -4 | -0.5 | nt | -5 | -3 | 3 | -0.4 | -2 | -8
Oc1[nH]c2ccc(Br)cc2c1N=NC(=S)NCC1CCCO1 (centres undefined) | -10 | -1 | 0.3 | 96 | -3 | 9 | 4 | -4.2 | 3 | nt
Cc1ccc(/C(N)=N/OC(=O)c2cc(-c3ccccc3)nc3ccccc23)cc1 | 1 | -3 | -1.5 | nt | -5 | -4 | 3 | -0.2 | -1 | -2
CC(C)CCCNc1nc(N2CCOCC2)nc(N2CCOCC2)n1 | nt | 2 | -0.9 | 100 | -2 | -6 | 23 | 1.1 | -3 | nt
Cc1nn(-c2ccccc2)c(C)c1/C=N/N1CCN(c2ccccc2)CC1 | -4 | 7 | -0.5 | 97 | -5 | 3 | 8 | 2.2 | -4 | 25
Cc1cccc(N(Cc2ccccc2)C(=O)c2ccccc2S(C)(=O)=O)c1 | 2 | -1 | -2.8 | 114 | 3 | 0 | 7 | -1.1 | -3 | 4
Cc1cccc(C)c1NC(=O)C(=O)NCc1ccccn1 | 2 | 4 | 0.8 | 96 | 1 | 1 | -4 | -0.6 | 1 | -7
CCCCn1nnnc1SCC(=O)c1cc(Cl)ccc1OC | -4 | 1 | -3.8 | 118 | -6 | 4 | 5 | -0.8 | -7 | 11
c1ccc(Nc2nnc(-c3cccc4ccccc34)o2)cc1 | nt | 0 | nt | 105 | nt | nt | 6 | nt | nt | 0
CCNC(=O)NC(=O)COC(=O)CCCSc1nc2ccccc2s1 | -6 | 1 | 1.8 | 110 | -5 | -5 | -1 | 0.6 | -1 | -1
CCC(C)(C(=O)NC1CCCC1)N(C(=O)CC1NC(=O)NC1=O)c1ccc(C)cc1 (centres undefined) | 60* | 7 | 0.1 | nt | -2 | -6 | -5 | -0.4 | 0 | -1
COc1ccc(-c2nc(CN3CCC(C(=O)N4CCOCC4)CC3)c(C)o2)cc1OC | -2 | -1 | -1.9 | 100 | -2 | 9 | -4 | 1.2 | 1 | -1

The listing continues:
SMILES	CAL PDZ FP-1	V-ATPase pH	CAL PDZ FP-2	DSG3 Ab inh	Keap1-Nrf2 PPI	RTF Ca sens inh	Arr AP2 block	C-LANA FP	DAGLB inh	NSD2 inh
COc1ccc(CCN2CC(C(=O)NCC(=O)Nc3ccc(F)c(F)c3)CC2=O)cc1OC (centres undefined)	-3	-4	-3.1	99	-2	5	-2	-1.2	-5	-5
CCCCn1c(N)c(N(CC)C(=O)C2=NN(c3ccccc3)C(=O)CC2)c(=O)[nH]c1=O	1	4	0.8	nt	-2	-6	19	0.7	1	-1
O=C(NCCNC(=O)C1CC2CCC1C2)C1CC2CCC1C2 (centres undefined)	1	4	-0.5	102	0	0	25	0.2	-2	-6
COc1ccc(/C=N/NC(=O)c2cccc(NC(=O)c3ccccc3)c2)c(C(=O)O)c1OC	-2	3	-2.0	95	0	6	3	-1.1	1	-2
CCOC(=O)C1CCN(C(=O)CCc2c(C)nc3cc(-c4ccc(OC)cc4OC)nn3c2C)CC1	-3	2	-1.9	86	-3	1	1	-1.3	0	-2
O=C1NC(NS(=O)(=O)c2ccccc2)(C(F)(F)F)C(=O)N1c1cccc(Cl)c1 (centres undefined)	-3	-5	1.2	nt	-5	4	12	-0.8	-1	96*
Cc1ccc(C2(C)NC(=O)N(CC(=O)Nc3ccccc3C(=O)N3CCCCC3)C2=O)cc1 (centres undefined)	-1	1	-0.2	103	-1	2	57*	-19	1	1
COc1ccc(C(C)=O)cc1CC(=O)N(Cc1ccccc1)c1ccccc1	nt	1	0.1	nt	1	-5	-3	-0.8	0	-4
C#CCOCCOCCOCCNc1nc(N2CCOCC2)nc(N2CCN(C(=O)CCCCCCCCCCNC(=O)[C@@H](CCC(=O)O)n3cc(CCCCCN)nn3)CC2)n1	0	-13	0.1	97	-3	-6	11	1.4	-5	nt
CC(c1ccccc1)n1c(Cn2ncc3ccccc3c2=O)n[nH]c1=S (centres undefined)	11	-3	-1.6	94	0	9	54*	-0.5	2	nt
O=C(Nc1cccc(F)c1)OC(CN1CCCCC1)C(F)(F)F (centres undefined)	-3	-4	-1.4	98	3	8	26	0.3	-10	1
NS(=O)(=O)c1cccc(NC(=O)CSc2nc3ccc(Cl)cc3[nH]2)c1	-11	0	-1.6	105	2	-7	-6	0.4	1	nt
Cc1cccc(-n2ncc3c2CCCC3NC(=O)C2CCOCC2)c1C (centres undefined)	-2	-5	-3.4	122	-1	1	23	0.4	-1	-2
Cc1nn2c(C)nc3sc4c(c3c2nc1=O)CC(C)(C)OC4	nt	3	-1.7	98	-6	-4	6	-0.6	1	2
O=Cc1ccc(Oc2cc(-c3ccccc3)nc(-c3ccccc3)n2)cc1	nt	-1	-0.9	100	-2	7	6	1.7	-10	0
N#Cc1c(-c2ccccc2)[nH]c(=O)[nH]c1=O	-1	0	0.5	109	-2	-5	9	1.4	1	-5
Cc1oc(-c2ccc(Cl)cc2)nc1CN1CCC(C(=O)NCc2cccnc2)CC1	-2	-3	0.1	101	4	4	30	0.0	-1	nt
CC(=O)c1cccc(NC(=S)NC(=O)c2ccc(C)cc2Cl)c1	-7	2	-2.4	85	0	-8	7	-0.5	-6	-1
Cc1cc(=O)[nH]c(SCC(=O)Nc2nc(-c3ccccc3)cs2)n1	0	-1	-1.0	109	-3	-10	20	1.0	8	nt
N#Cc1c(SCC(=O)Nc2cccc(C(F)(F)F)c2)sc2c(O)cc(=O)[nH]c12	-3	4	-2.9	103	-1	-34	2	-1.0	9	nt
O=C(Nc1ncccc1O)c1ccc(OCC2CCCO2)cc1 (centres undefined)	-2	-2	-1.3	nt	-1	-8	-3	0.4	-2	2
Cc1cc(N2CCC(C)CC2)nc(NCc2ccccc2)n1	3	-3	-1.7	102	1	6	6	1.3	-1	30
C=CCOC(=O)/C(=C/c1ccco1)NC(=O)/C=C/c1ccccc1	-6	-3	-1.0	nt	1	-2	-10	1.8	-3	1

CAL PDZ FP-1: hit marks shown above
Molecule | CAL PDZ FP-1 | V-ATPase pH | CAL PDZ FP-2 | DSG3 Ab inh | Keap1-Nrf2 PPI | Arr AP2 block | C-LANA FP | DAGLB inh | NSD2 inh
CCC(C)(C(=O)NC1CCCC1)N(C(=O)CC1NC(=O)NC1=O)c1ccc(C)cc1 (centres undefined) | 60* | 7 | 0.1 | nt | -2 | -5 | -0.4 | 0 | -1
